OXTR agonist = agonists of human oxytocin receptor | P30559 | CHO-OTR cells, Fluo-8 calcium fluorescence; normalized: DMSO 0%, oxytocin 100% | activation, % at 3 µM | actives 0.32% (n = 320,000) | AID 2435;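 active means activation above the mean of all tested compounds plus 3 SD, cutoff set per screening run, cut at about 20% in these data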;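 further: peak over basal fluorescence ratio from a 100 s FLIPR kinetic read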
Target sequence (P30559 whole entry, looked up): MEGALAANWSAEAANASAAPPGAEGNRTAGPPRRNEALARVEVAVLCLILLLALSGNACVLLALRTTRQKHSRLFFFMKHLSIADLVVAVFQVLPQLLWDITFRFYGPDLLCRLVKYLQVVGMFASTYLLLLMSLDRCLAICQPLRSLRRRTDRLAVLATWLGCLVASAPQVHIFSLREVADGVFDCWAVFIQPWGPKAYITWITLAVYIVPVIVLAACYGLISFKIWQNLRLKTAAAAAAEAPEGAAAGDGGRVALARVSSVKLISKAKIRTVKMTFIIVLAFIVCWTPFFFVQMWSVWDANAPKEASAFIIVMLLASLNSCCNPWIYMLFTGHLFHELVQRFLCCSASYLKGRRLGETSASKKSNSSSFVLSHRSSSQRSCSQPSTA
MEKK2 WT-MEK5 = raises or lowers MEK5 binding to wildtype human MEKK2 PB1 domain; binding response (% of control), % at 10 µM; actives 1.1% (n = 290,000); bead flow cytometry, Alexa488-MEK5 binding to MEKK2 WT; actives lie on both sides; in the data active means binding response below about 67% or above about 130%
NALP1 yeast inh = blocks the NALP1 inflammasome reconstituted in yeast. S. cerevisiae NALP1/ASC/caspase-1 growth, X-gal OD620, 72 h. inhibition, % at 10 µM. actives 0.61% (n = 280,000); in the data active means inhibition mostly above about 24%, no sharp cut-off; inactive means mostly below about 32%; further: some compounds called inactive have numbers as strong as hits
FID counter = counter-screen for HCV NS3 helicase inhibitors: DNA intercalator displacement; DNA fluorescent intercalator displacement, fluorescence; inhibition, % at 7.9 µM; actives 0.17% (n = 290,000); AID 1845; in the data active means inhibition above about 37%;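 further: 0% = vehicle and 100% = reference compound; higher means more ethidium bromide displaced from hairpin DNA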
MEKK2 mut-MEK5 = signal of MEK5 binding to mutant human MEKK2 PB1 domain. bead flow cytometry, Alexa488-MEK5 binding to MEKK2 mutant. percent response, % at 10 µM. actives 0.35% (n = 290,000); in the data active means percent response above about 24%, passing the limit was not always enough; further: inactives centre near 1; some results filed as inactive read as strong as hits; reference of the scale not given here
MEKK3 PB1 HTS = raises or lowers MEK5 binding to the human MEKK3 PB1 domain; Q99759; actives 1.4% (n = 290,000); binding response (% of control), % at 10 µM; bead-based flow cytometry, Alexa488-MEK5 binding to MEKK3; actives lie on both sides; 0 = blocked by unlabeled MEK5, 100 = vehicle; AID 1529;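 active means binding response more than 3 SD above or below the average of its plate-row segment, actives on both sides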;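 further: Alexa488 bead fluorescence after subtracting the streptavidin-only scavenger bead signal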
PHOSPHO1 inh = PHOSPHO1 (human) inhibition. AID 1565. recombinant PHOSPHO1, absorbance phosphatase assay. Q8TCT1. inhibition, % at 13.3 µM. actives 1.1% (n = 290,000); in the data active means inhibition above about 60%
Target sequence (Q8TCT1 whole entry, looked up): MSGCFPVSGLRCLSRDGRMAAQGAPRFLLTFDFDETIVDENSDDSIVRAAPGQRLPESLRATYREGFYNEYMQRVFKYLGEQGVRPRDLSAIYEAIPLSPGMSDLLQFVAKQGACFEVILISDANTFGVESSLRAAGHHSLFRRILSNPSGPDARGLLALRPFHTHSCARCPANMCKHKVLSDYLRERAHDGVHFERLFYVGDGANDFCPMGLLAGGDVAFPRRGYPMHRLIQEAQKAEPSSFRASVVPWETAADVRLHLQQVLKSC
GPR7 antagonist = human neuropeptides B/W receptor 1 antagonism | inhibition, % at 4.4 µM | actives 1.1% (n = 290,000) | GPR7-expressing cells, fluorescence antagonist assay; in the data active means inhibition above about 16%, passing the limit was not always enough;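 further: cells stimulated with the agonist NPW; 0% = agonist with vehicle and 100% = vehicle without agonist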
Target sequence (P48145 whole entry, looked up): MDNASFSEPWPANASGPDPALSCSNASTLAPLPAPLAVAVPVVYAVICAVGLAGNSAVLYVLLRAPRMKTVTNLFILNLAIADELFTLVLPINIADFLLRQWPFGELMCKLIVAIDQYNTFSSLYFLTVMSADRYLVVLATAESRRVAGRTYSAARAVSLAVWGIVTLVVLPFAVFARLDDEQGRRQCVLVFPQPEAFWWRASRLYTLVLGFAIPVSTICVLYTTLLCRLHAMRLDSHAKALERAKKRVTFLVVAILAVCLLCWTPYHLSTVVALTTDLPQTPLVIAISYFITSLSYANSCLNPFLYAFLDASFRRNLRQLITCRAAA
PfM18AAP inh = blocks P. falciparum M18 aspartyl aminopeptidase; inhibition, % at 7.35 µM; AID 1822; actives 1.2% (n = 290,000); recombinant PfM18AAP, H-Glu-NHMec fluorogenic cleavage;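 active means inhibition above the campaign mean inhibition over all tested compounds plus 3 SD, cut at about 28% in these data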;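 further: 0% = plate median of test compound wells and 100% = 2 mM ZnCl2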
An asterisk follows results filed as active; . = no result given; & = joins results of further samples; [ ] = remark or other dose.

SMILES	OXTR agonist	MEKK2 WT-MEK5	NALP1 yeast inh	FID counter	MEKK2 mut-MEK5	MEKK3 PB1 HTS	PHOSPHO1 inh	GPR7 antagonist	PfM18AAP inh
OC(c1cccnc1)c1cccs1 (stereo not given)	0.8	101	1	3	4	100	-8	-8	2
CCN1C(=O)C(CC(=O)Nc2cc(C)ccc2C)SC1=Nc1ccc(S(N)(=O)=O)cc1 (stereo not given)	0.4	108	18	-6	4	104	6	6	11
CN1CCN(C(=O)CCCOc2ccc(Cl)cc2Cl)CC1	0.8	103	-13	7	-1	101	16	0	3
COc1ccc(CC(=O)Nc2c3c(nn2-c2cccc(Cl)c2)CS(=O)C3)cc1 (stereo not given)	-0.2	103	3	-12	0	98	-9	-2	-1
O=S1(=O)C=C(Sc2nc3ccccc3s2)c2ccccc21	-0.4	92	12	-2	-3	99	-23	3	10
CCOC(=O)COn1c(=O)c(-c2cccs2)[n+]([O-])c2ccccc21	-0.5	26*[inhibitor]	-15	-1	-8	15*[inhibitor]	-9	11	12
CCC(=O)c1ccc(Oc2nc3c(c(=O)n(C)c(=O)n3C)n2CC)cc1	0.2	99	7	-25	1	92	.	-13	0
CCC(=O)N/N=c1/sc2ccccc2n1C	-1.0	92	0	-6	-13	93	16	-7	-2
CCOC(=O)C(C(=O)OCC)C(C#N)c1ccccc1 (stereo not given)	-0.8	97	3	-2	0	99	-6	-6	-6
CCC(C)c1ccc(NC(=S)N2CCCC2)cc1 (stereo not given)	.	101	-3	-12	2	101	23	-14	2
CCc1c(C)sc(NC(=O)c2cc(C(C)C)on2)c1C#N	-1.1	102	6	-11	3	102	-5	-3	-3
O=C(CN(Cc1ccc(F)cc1)C(=O)c1ccco1)NCc1ccc(F)cc1	5.0	0.0*[inhibitor]	21	-8	-21	0.0*[inhibitor]	-17	1	0
NS(=O)(=O)c1ccc(NC(=S)NC(=O)c2cccnc2)cc1	0.1	99	4	-9	0	102	32	-4	-1
CCOc1ncccc1C(=O)Nc1cccc(C(=O)Nc2cccc(S(=O)(=O)CCO)c2)c1	-1.2	106	4	-25	5	105	9	-14	2
CC/C(C)=N/NS(=O)(=O)c1ccc(C)c([N+](=O)[O-])c1	0.8	85	.	-4	-17	90	-26	-7	-1
Cc1cc(C)cc(N(CC(=O)NC2CCCCC2)C(=O)CCCC(=O)Nc2ccccn2)c1	-1.1	104	5	-46	7	104	27	4	-1
Cc1oc(-c2cccs2)nc1CN1CCC(c2ccccc2)CC1	-1.5	115	15	4	9	104	6	-1	-13
c1ccc(CCc2nn3c(Cn4cnc5ccccc54)nnc3s2)cc1	8.8	106	24	-22	3	112	69*	23*	-3
O=C(O)[C@H]1CCCC[C@H]1C(=O)NCCc1ccccc1	1.6	103	-2	2	3	106	12	-15	6
CN(C)/C=C(\C(=O)c1ccccc1)c1nnnn1-c1ccc(F)cc1	1.4	94	.	-5	-5	97	23	-10	3

An excerpt from above in order of SMILES length, low to high.
SMILES	OXTR agonist	MEKK2 WT-MEK5	NALP1 yeast inh	FID counter	MEKK2 mut-MEK5	MEKK3 PB1 HTS	PHOSPHO1 inh	GPR7 antagonist	PfM18AAP inh
CN(C)/C=C(\C(=O)c1ccccc1)c1nnnn1-c1ccc(F)cc1	1.4	94	.	-5	-5	97	23	-10	3
CCOC(=O)COn1c(=O)c(-c2cccs2)[n+]([O-])c2ccccc21	-0.5	26*[inhibitor]	-15	-1	-8	15*[inhibitor]	-9	11	12
COc1ccc(CC(=O)Nc2c3c(nn2-c2cccc(Cl)c2)CS(=O)C3)cc1 (stereo not given)	-0.2	103	3	-12	0	98	-9	-2	-1

Later entries:
SMILES	OXTR agonist	MEKK2 WT-MEK5	NALP1 yeast inh	FID counter	MEKK2 mut-MEK5	MEKK3 PB1 HTS	PHOSPHO1 inh	GPR7 antagonist	PfM18AAP inh
CC(=O)c1cccc(NC(=O)Nc2cnn(Cc3ccc(F)cc3)c2)c1	.	106	-24	-7	5	99	18	4	-3
O=C(CCNC(=O)c1ccccc1Cl)Nc1ccncc1	1.4	105	-6	-2	3	101	28	-19	2
O=C(CNc1cccc2ccccc12)N/N=C/c1ccccn1	0.8	106	3	-2	17	124	24	-4	-3
Cc1ccccc1CC(=O)c1ccc(O)c(C)c1O	0.5	95	6	4	1	102	20	-2	-11
Cc1noc2ncnc(Oc3ccccc3)c12	0.0	107	33	-12	23	104	39	4	-1
N#C/C(=C\Nc1ccccc1O)c1nc2ccccc2o1	3.7	94	0	4	-1	115	-7	1	21
CCCC(=O)CN1C(=O)C2(OCCO2)c2ccccc21	-0.2	97	19	-10	0	101	32	-6	-2
NC(=O)c1oc2ccccc2c1NC(=O)C1CCCCC1	-0.3	102	.	0	-2	100	12	-4	5
Cc1cc(S(=O)(=O)Nc2ccc3cn[nH]c3c2)c(C)cc1Cl	9.2	95	1	-11	0	100	6	-11	2
Cc1cc(C)nc(NC(=O)c2ccc(Cl)cc2[N+](=O)[O-])c1	-1.7	112	12	3	-1	104	-12	-2	-1
COc1ccc(OC)c(C(=O)CSc2nc3cccnc3n2C)c1	1.3	101	17	-18	6	99	14	-13	0
CC1CC(C)(C)NC(=S)N1CCC(=O)NCc1ccc(F)cc1 (stereo not given)	0.0	99	5	-3	1	99	36	8	-4
CNc1c([N+](=O)[O-])cnn1-c1ccccc1Cl	0.1	95	16	1	-3	95	3	-9	0
CCOC(=O)c1cnc2ccccc2c1Nc1ccc(C(=O)O)cc1	-1.1	92	8	-6	-4	86	-6	-5	2
CCOC(=O)c1c(C)c(C(=O)NCCOC)c(C)n1CC	1.1	99	-2	-4	1	100	-11	2	-5
COCCNC(=S)N(CCN(C)C)Cc1cc2cc3c(cc2[nH]c1=O)OCO3	0.2	107	18	-9	3	104	-13	-5	-7
COc1ccc(C(CC(=O)O)NC(=O)Nc2ccccc2)cc1OC (stereo not given)	0.8	107	0	3	-2	113	-36	-9	-1
CCNc1nc(OC)nc(SCC(N)=O)n1	-0.1	98	5	2	-3	97	-41	4	-6
N#C/C(=C\c1ccc([N+](=O)[O-])cc1)C(=O)Nc1ccccc1O	1.2	95	2	2	-1	97	6	4	7
CCc1ccccc1NC(=O)c1ccccc1N1C(=O)C2C3C=CC(C3)C2C1=O (stereo not given)	-0.7	97	-4	3	1	95	18	-5	-2
CCN1CNC(=S)N(c2cccc(C)c2C)C1	0.6	97	0	-2	-6	98	-44	-8	-3
CN(Cc1cnn(C)c1)C(=O)C1CCC(=O)N(Cc2cccc(F)c2)C1 (stereo not given)	0.2	102	-8	-9	6	94	53	-11	5
Cc1ccc(S(=O)(=O)N2CCN(C(=O)CSc3nnnn3C)CC2)c(C)c1	-0.7	98	-71	-12	-2	106	21	0	-3
COc1ccc(C2=NN(c3nc(-c4ccccc4)c(CC(=O)O)s3)C(c3ccco3)C2)cc1 (stereo not given)	0.4	87	7	-26	-2	104	22	4	7
COc1cc(NC(=O)c2cnc(N)s2)cc(C(=O)Nc2cccc(C(F)(F)F)c2)c1	-0.4	97	.	.	3	108	40	.	.
Cc1cccc(NC(=S)NNC(=O)c2csc3c2CCCC3)c1	-1.3	89	3	-17	-4	85	-12	-14	6
CCOCCCNC(=O)C1CC(=O)N(CCc2ccccc2)C1 (stereo not given)	0.4	102	7	-5	4	106	30	-15	-16
Cc1ccc(S(=O)(=O)NC(=O)NN2CC3CCCC3C2)cc1 (stereo not given)	0.0	101	2	-4	0	104	6	-19	5
COc1ccc(CCNS(=O)(=O)c2ccc3c(c2)NC(=O)CCS3)cc1OC	1.4	103	5	-30	3	101	33	2	-3
CS(=O)(=O)N1CCN(c2ccccc2NC(=O)C(c2ccccc2)c2ccccc2)CC1	-1.4	104	43*	-27	3	103	4	23	-5
CCOc1ncccc1C(=O)N1CCN(c2cc(Cl)ccc2C)CC1	-0.8	.	-2	-27	.	.	8	15	-2
COc1ccc(-c2ncncc2-c2csc(C)n2)c(O)c1OC	-0.7	101	-9	-11	6	99	20	-3	-3
Cc1cccc(-n2c(Cc3cc(=O)[nH]c(=O)[nH]3)nnc2SCC(=O)N2CCc3ccccc32)c1	-1.4	104	5	-38	1	101	-22	-2	-12
CCOc1ccccc1OCCCC(=O)Nc1nc2ccccc2[nH]1	-0.9	88	6	-5	-12	93	-51	-2	-1
CC(C)(C)NC1=CC(=O)OC12CCCCC2	0.0	96	-4	0	-2	96	1	0	-8
Cn1cnnc1SC1c2cccc3cccc(c23)C1NS(=O)(=O)c1ccccc1 (stereo not given)	-0.3	101	-8	-28	-1	100	-24	-14	2
COc1ccc(CNC(=O)Cn2cccc2C(=O)c2ccccc2C)cc1	-2.9	102	18	-35	1	102	24	-4	1
CNc1nc(-c2ccccn2)nnc1-c1ccccc1	-1.0	99	5	2	6	102	11	6	1
CC(=O)SCC(C)C(=O)NCc1ccccc1 (stereo not given)	-0.2	105	15	1	8	106	-5	6	0
COc1ccccc1OCC(=O)N/N=C1/C=C(C)CC1	0.1	99	4	-2	-5	93	2	-8	0
CCOC(=O)c1c(/N=C/C2C(=O)CC(C)(C)CC2=O)sc(C)c1C	-2.2	102	16	-1	-1	112	9	-6	29*
O=C(NCc1ccccc1Cl)C1CCC(=O)N(C2CC2)C1 (stereo not given)	-0.1	114	6	-6	9	107	42	-18	3
CCc1ccc(Nc2n[n+](-c3ccccc3)c(-c3ccc(OC)c(Br)c3)s2)cc1	-0.4	207*	-2	5	41*	109	-7	35	8
N#Cc1ccc(-c2csc(NC(=O)C3CC3)n2)cc1	4.0	110	4	-6	10	106	-11	0	-10
CCOc1ccc(NS(=O)(=O)c2ccc(NC(=S)NC(=O)CC(C)C)cc2)cc1	20*	117	-4	-2	10	117	10	5	5
COc1ccc(NC(=O)c2ccccc2C)cc1	0.2	105	20	-6	0	100	19	4	1
O=C(CSc1ccccn1)NCc1ccc2c(c1)OCO2	-0.6	100	6	3	1	100	15	-14	-5
O=C(Nc1cccc(F)c1)c1sc(Cl)nc1-c1ccccc1	-2.0	98	16	-8	-1	98	-42	-4	13
C[C@@H]1NC(=O)[C@H](CCCN=C(N)N)NC(=O)c2cc([N+](=O)[O-])cc(I)c2NCCC[C@@H](C(N)=O)NC1=O	0.1	103	18	17	5	99	-1	-4	-9
CCNc1nc(NC(C)C)nc(Oc2ccc(OCCOc3ccc(C)cc3)nn2)n1	-1.5	102	10	-23	3	106	24	0	-14
Cc1ccc(C(OC(=O)c2ccco2)C(=O)NC2CCCC2)cc1 (stereo not given)	-1.5	106	8	-20	5	104	22	-5	2
Cc1c(C(=O)O)oc2c1C(O)CC(C)(C)C2 (stereo not given)	0.1&-0.5	94&107	-46&-7	0&-2	-5&3	95&100	6&32	-3&-2	2&0
O=C(C1=C(O)C(=O)N(CCN2CCOCC2)C1c1ccc([N+](=O)[O-])cc1)c1cccs1 (stereo not given)	0.2	112	8	-13	7	108	2	5	12
CCc1nc(NC(=O)NS(=O)(=O)c2ccccc2C(=O)OC)nc(OC)n1	1.0	100	6	0	-2	100	8	-11	7
CN(C)c1ccc(C(CNC(=O)COc2ccc(Cl)cc2)N2CCCC2)cc1 (stereo not given)	6.4	102	34	18	-2	93	34	12	5
N#CCCN(C(=O)CSc1nc(-c2ccccc2)cn1N)c1ccc(F)cc1	3.0	92	12	-9	-4	89	33	2	5
CN(Cc1ccc(Br)cc1)C(=O)CCN1C(=O)c2cccc([N+](=O)[O-])c2C1=O	-0.8	101	24	-17	-2	100	2	21	3

Structures listed so far that bear a hit mark in PHOSPHO1 inh:
| structure | MEKK2 WT-MEK5 | NALP1 yeast inh | MEKK2 mut-MEK5 | MEKK3 PB1 HTS | PHOSPHO1 inh | GPR7 antagonist | PfM18AAP inh |
| --- | --- | --- | --- | --- | --- | --- | --- |
| c1ccc(CCc2nn3c(Cn4cnc5ccccc54)nnc3s2)cc1 | 106 | 24 | 3 | 112 | 69* | 23* | -3 |
